# Screening data: PubChem, several laboratories
# G6PDH CS – counter-screen for G6PDH assay hits: L. mesenteroides G6PDH inhibition; Purified L. mesenteroides G6PDH, diaphorase/resazurin coupled fluorescence, 45 min; inhibition, % at 5 µM; 200,000 compounds, 0.12% hits; AID 1020; in the data active = inhibition above about 50%
# PPARg SRC-3 ag – PPARgamma-driven SRC-3 recruitment agonism | biochemical PPARgamma/SRC-3 coactivator recruitment assay | P37231 | 200,000 compounds, 0.26% hits | AID 731 | activation, % at 8 µM; in the data active = activation above about 23%;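 also: 0% = DMSO and 100% = reference agonist; some compounds past the cut are filed as inactive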
# Target sequence (P37231 whole entry, looked up): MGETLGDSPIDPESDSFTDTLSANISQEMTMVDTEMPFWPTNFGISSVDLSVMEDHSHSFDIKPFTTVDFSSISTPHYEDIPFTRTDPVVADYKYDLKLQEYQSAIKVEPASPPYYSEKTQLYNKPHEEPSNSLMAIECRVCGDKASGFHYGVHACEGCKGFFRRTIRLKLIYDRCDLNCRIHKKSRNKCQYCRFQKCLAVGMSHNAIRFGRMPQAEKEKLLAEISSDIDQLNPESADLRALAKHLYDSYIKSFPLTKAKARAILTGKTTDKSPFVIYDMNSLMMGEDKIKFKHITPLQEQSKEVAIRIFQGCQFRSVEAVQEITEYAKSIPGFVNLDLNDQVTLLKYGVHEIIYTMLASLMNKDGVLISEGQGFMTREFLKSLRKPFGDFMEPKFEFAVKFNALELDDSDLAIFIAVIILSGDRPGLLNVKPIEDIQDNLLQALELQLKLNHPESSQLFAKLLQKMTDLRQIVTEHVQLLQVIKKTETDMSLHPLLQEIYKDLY
# PPARg SRC-1 ag – agonists of human PPARgamma SRC-1 coactivator recruitment. P37231. PPARgamma-SRC-1 coactivator recruitment biochemical assay. activation, % at 8 µM. 200,000 compounds, 0.41% hits. AID 631; in the data active = activation above about 19%;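 also: 0% = DMSO and 100% = reference agonist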
# Diaphorase act – counter-screen for diaphorase-based assays: diaphorase activators and chemical reducers. Diaphorase/resazurin coupled assay, resorufin fluorescence, 16 min; stronger effect = higher value; 1 = vehicle wells, 0 = NADH-free wells. 190,000 compounds, 0.005% hits. activation factor at 20 µM;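 active = diaphorase activity raised at least twofold by the compound at 20 µM; inactive = activation factor below 2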
#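 Assay system: bacterial diaphorase enzyme (C. kluyveri) / Input: enzyme 0.07 U/mL final / Medium: 50 mM HEPES pH 7.4 with 4.542 mM MgCl2, 0.005% Tween 20 / Doses: single compound dose of 20 µM, 1% DMSO final / Incubation: 16 min enzyme reaction, ambient temperature / Signal: fluorescence, excitation 544 nm and emission 590 nm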
# ROMK mod – human ROMK K+ channel modulation, primary screen. Tet-inducible ROMK, thallium flux fluorescence; actives lie on both sides. B-score at 10 µM. 130,000 compounds, 2% hits;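 active = signal ratio slope over the read window, or its plate-corrected B-score, at least 3 SD from the plate mean, either direction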;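 also: B-score of the F/F0 ratio slope over 7 to 12 s after thallium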
# Target sequence (P48048 whole entry, looked up): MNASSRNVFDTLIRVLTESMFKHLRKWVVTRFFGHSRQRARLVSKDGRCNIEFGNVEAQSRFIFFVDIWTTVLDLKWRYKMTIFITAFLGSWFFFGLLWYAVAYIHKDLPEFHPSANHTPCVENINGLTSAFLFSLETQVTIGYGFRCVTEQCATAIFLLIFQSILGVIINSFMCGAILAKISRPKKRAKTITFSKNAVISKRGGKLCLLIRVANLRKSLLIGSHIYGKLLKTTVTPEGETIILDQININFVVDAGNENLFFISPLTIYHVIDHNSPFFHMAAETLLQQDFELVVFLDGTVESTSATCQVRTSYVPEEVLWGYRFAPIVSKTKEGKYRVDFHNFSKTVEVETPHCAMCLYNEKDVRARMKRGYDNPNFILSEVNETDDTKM
# PMI act satM6P – activators of human phosphomannose isomerase at near-saturating mannose 6-phosphate; P34949; AID 1216; activation factor at 20 µM; coupled PMI enzyme assay, resazurin fluorescence, 20 min; stronger effect = higher value; 1 = untreated enzyme, 0 = substrate-free blank; 190,000 compounds, 0.34% hits;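 active = activation factor of 2 or more at 20 µM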
#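 assay system = human phosphomannose isomerase with PGI, G6PDH, diaphorase coupling enzymes | quantity = 15 ng/mL PMI | incubation = enzyme reaction with compound 20 min at room temperature | medium = HEPES pH 7.4 buffer with MgCl2 and Tween-20 | compound dosing = one concentration, 20 µM, in 1% DMSO | measured by = Diaphorase-driven resazurin-to-resorufin fluorescence, excitation 544, emission 590 nm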
# TR-FRET SRC-2 ct – TR-FRET artefact, counter-screen to PPARgamma/SRC-2 agonist assay. 200,000 compounds, 0.4% hits. TR-FRET ratio at 8 µM. stronger effect = higher value; in the data active = TR-FRET ratio above about 2000; also: inactives centre near 1500
# S1P3 antagonist – antagonists of human S1P3 receptor; Q99500; CHO S1P3 NFAT-BLA reporter, FRET fluorescence, antagonist mode; inhibition, % at 4.98 µM; 170,000 compounds, 0.27% hits;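 active = inhibition above the plate cutoff, the mean inhibition of test wells on that plate plus 3 SD, cut at about 28% in these data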;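 also: cells challenged with S1P at its EC80 of 0.8 µM; blue over green emission ratio from cleaved BLA substrate after 4 h stimulation; 0% = S1P-stimulated wells and 100% = unstimulated DMSO-only wells; some compounds past the cut are filed as inactive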
# Diaph inh CS – counter-screen for diaphorase-based assays: diaphorase inhibitors and chemical oxidizers; AID 1217; inhibition, % at 20 µM; 190,000 compounds, 0.69% hits; diaphorase resazurin-to-resorufin fluorescence, NADH, 16 min; bacterial (C. kluyveri) enzyme, not human;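 active = primary screen inhibition at 20 µM above a set limit, cut at about 50% in these data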;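 also: plate controls were DMSO with full reaction for no effect and wells lacking NADH for full effect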
#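 Detection: fluorescence of resorufin formed from resazurin, Ex 544/Em 590 nm; test system: Clostridium kluyveri diaphorase enzyme; amount: 0.14 U/mL diaphorase, enzyme working solution; times: 16-min room-temperature incubation before reading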
# PMI act – increases human mannose-6-phosphate isomerase activity; P34949; purified human PMI, coupled resazurin fluorescence, 20 min; stronger effect = higher value; 1 = vehicle control, 0 substrate-free wells; activation factor at 20 µM; 190,000 compounds, 0.005% hits;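 active = activation factor of 2 or more at 20 µM, relative to plate controls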
# PPARg SRC-2 ag – agonists of SRC-2 recruitment by human PPARgamma; P37231; PPARgamma LBD-SRC-2 recruitment, biochemical; AID 1032; activation, % at 8 µM; 200,000 compounds, 0.34% hits; in the data active = activation above about 22%;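 also: 0% = vehicle and 100% = reference agonist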
# * hit, by the source's call; x = no result given.
SMILES,G6PDH CS,PPARg SRC-3 ag,PPARg SRC-1 ag,Diaphorase act,ROMK mod,PMI act satM6P,TR-FRET SRC-2 ct,S1P3 antagonist,Diaph inh CS,PMI act,PPARg SRC-2 ag
Cc1nnc(-c2ccc(Cl)cc2)[nH]c1=O,7,5,13,0.9,-0.27,1,1722,7,12,1,6
CCCCNC(=O)CCn1c(=O)c2ccccc2n(CC(=O)Nc2ccccc2OCC)c1=O,-12,-9,4,0.8,x,0.9,1394,-24,16,0.9,-1
Cc1ccccc1N1CCN(S(=O)(=O)c2ccc3oc(=O)ccc3c2)CC1,-10,0,4,0.8,x,0.9,1638,6,23,0.9,7
CCOC(=O)c1c(C)n(C)c2ccc(OC(C)=O)cc12,5,-8,1,0.9,0.95,1,1636,x,10,1,3
COc1ccc(Nc2nc(N)nc(C(F)(F)F)n2)c(OC)c1,8,-8,10,0.9,x,0.9,1506,13,7,0.9,-2
CC(=O)Nc1ccc2c(c1)OCO2,1,-2,2,1,-0.2,1.1,1663,-4,1,1.1,1
COc1cc(NS(=O)(=O)c2ccc(NC(=S)NC(=O)CC(C)C)cc2)nc(OC)n1,6,2,-4,1,0.81,1,1298,x,3,1,-1
Cn1c(=O)c2c(ncn2CC(=O)N/N=C/C(Cl)=C/c2ccccc2)n(C)c1=O,6,-1,-14,1,-0.26,1,1495,-8,-1,0.9,-4
COc1ccc(C(=O)OCCN=C2NS(=O)(=O)c3ccccc32)cc1OC,5,-10,-5,0.9,x,1.1,1545,x,9,1.1,0
CCCc1nc2ccccc2c(=O)n1/N=C/c1ccc(O)cc1O,11,9,7,1,0.022,1.2,1389,0,-2,1.1,-5
Cc1ccc(C(=O)NCCc2ccc(S(N)(=O)=O)cc2)o1,0,0,9,0.9,0.99,0.9,1615,-14,12,0.9,4
CCCCOCCCNc1ncnc2c1[nH]c1ccccc12,6,-2,0,0.9,-0.77,1,1526,x,15,1,3
CCOC(=O)c1sc2nc3c(SCCC#N)cc(C(=O)c4cc(F)ccc4O)cn3c(=O)c2c1C,0,-1,3,0.8,-3.8*,0.6,1577,-4,16,0.9,1
Cc1ccc(NC(=O)CC2SC(=NCC3CCCO3)NC2=O)cc1Cl (stereo not given),-2,0,17,0.9,x,1,1670,-11,6,1,9
COCCCNC(=O)Cn1c(=O)n(Cc2ccc(C(=O)NCCc3ccc(OC)c(OC)c3)cc2)c(=O)c2ccccc21,5,-2,-8,1,1.1,1,1387,-7,1,0.9,-2
CCO[C@@H]1OC(C(=O)N2CCOCC2)=C[C@H](c2ccc(C(F)(F)F)cc2)[C@H]1CCCO,8,-1,3,0.7,x,0.9,1601,-19,30,0.9,6
COc1ccc(CN(CC2CCC(C(=O)O)CC2)C(=S)Nc2ccccc2C)cc1 (stereo not given),5,3,9,1,-0.35,1,1888,-5,0,1.1,4
Cc1oc(-c2cccs2)nc1CN1CCC(C(=O)N2CCCC2)CC1,5,2,14,1,-0.0027,1,1780,12,-1,0.9,4
COc1cccc(CC(=O)N2CCCC(CCC(=O)N3CCN(c4ccccn4)CC3)C2)c1 (stereo not given),2,2,7,0.8,0.34,1,1660,-24,15,1,7
COc1cc(/C=C2\SC(=O)N(c3ccccc3Cl)C2=O)cc([N+](=O)[O-])c1O,3,6,-1,0.8,-0.59,0.8,1495,-4,20,0.8,4
CC(=O)c1ccc(C)cc1OC(=O)c1cccc(F)c1,2,-1,0,0.9,-0.36,1.1,1552,-11,7,1.1,-2
CCCCc1ccc(NC(=O)C(C)CC)cc1 (stereo not given),-2,-2,4,x,-0.83,x,1630,1,x,x,6
CCOc1ccc(S(=O)(=O)Nc2ccc(O)c(Sc3ncn[nH]3)c2)cc1,3,-2,-2,0.9,x,1,1347,x,9,1,6
CCCCOc1ccc(C(=O)N2CCC(C)CC2)cc1,-4,-9,-4,0.9,x,1,1573,-18,7,0.9,-6
CC1(C)CC(=O)C(=Cc2cn(CCC#N)nc2-c2ccc(F)cc2)C(=O)C1,8,-3,0,0.9,0.29,1,1439,12,11,0.9,-1
CCN1CCN(CC(O)COc2cccc(OC)c2)CC1 (stereo not given),5,-4,-4,0.9,x,1,1360,-34,9,1,1
CCC(=O)N1CCn2c1nc1ccccc12,6,6,7,0.8,x,1,1524,x,16,0.9,1
NC(=S)N/N=C/c1ccc2ccccc2c1,2,5,-2,0.9,x,1.1,1644,4,10,0.9,-1
O=C(CSc1ccc2nnc(-c3cccs3)n2n1)N1CCCC1,-5,4,0,0.7,0.85,1.7,1642,-11,33,1.5,2
Fc1ccc(-c2csc(N3CCC(c4ccccc4)C3)n2)cc1 (stereo not given),7,-6,0,1.1,0.79,1.1,1572,x,-8,1.2,9

# Three entries already listed, arranged by the number in S1P3 antagonist, smallest number first:
molecule	PPARg SRC-3 ag	PPARg SRC-1 ag	ROMK mod	PMI act satM6P	S1P3 antagonist	PMI act	PPARg SRC-2 ag
COc1cccc(CC(=O)N2CCCC(CCC(=O)N3CCN(c4ccccn4)CC3)C2)c1 (stereo not given)	2	7	0.34	1	-24	1	7
O=C(CSc1ccc2nnc(-c3cccs3)n2n1)N1CCCC1	4	0	0.85	1.7	-11	1.5	2
Cc1oc(-c2cccs2)nc1CN1CCC(C(=O)N2CCCC2)CC1	2	14	-0.0027	1	12	0.9	4

# 2 compounds from above, showing only Diaphorase act, PMI act satM6P and G6PDH CS:
canonical_smiles	Diaphorase act	PMI act satM6P	G6PDH CS
COCCCNC(=O)Cn1c(=O)n(Cc2ccc(C(=O)NCCc3ccc(OC)c(OC)c3)cc2)c(=O)c2ccccc21	1	1	5
CCO[C@@H]1OC(C(=O)N2CCOCC2)=C[C@H](c2ccc(C(F)(F)F)cc2)[C@H]1CCCO	0.7	0.9	8

# (more compounds)
SMILES,G6PDH CS,PPARg SRC-3 ag,PPARg SRC-1 ag,Diaphorase act,ROMK mod,PMI act satM6P,TR-FRET SRC-2 ct,S1P3 antagonist,Diaph inh CS,PMI act,PPARg SRC-2 ag
CC1(C)C(c2cccs2)=[N+]([O-])C2(CCCCC2=O)N1O (stereo not given),21,5,6,0.9,x,1,1642,5,15,1,3
FC(F)(F)c1ccc2c(c1)N1CCCC1CN2 (stereo not given),18,3,7,0.5,-0.029,1.3,1617,-32,48,1.2,0
COc1cccc(CN2CCN(Cc3cccc4nonc34)CC2CCO)c1 (stereo not given),12,0,5,0.8,-2.4,1,1556,9,16,1,-4
CCc1cccc(C)c1NC(=O)CN1C(=O)NC(Cc2ccccc2)C1=O (stereo not given),-3,-2,3,0.9,-0.017,1,1666,-6,7,1.1,-11
COc1ccc(C(c2c(NC(C)=O)sc3c2CCCC3)N2CCN(CCO)CC2)cc1OC (stereo not given),9,-2,-4,0.9,-3.1,0.8,1478,-4,9,0.8,-3
O=C(NCc1cn2ccsc2n1)c1cccs1,0,0,-1,0.9,x,1.1,1598,-31,7,1.1,-7
COCCNC(=S)N1CCC(Cc2ccccc2)CC1,8,4,12,0.9,-0.83,1.1,1773,-4,11,1,2
COC(=O)c1[nH]c2cc(OC)ccc2c1NC(=O)CN1CCC(C(N)=O)(N2CCCCC2)CC1,4,-2,4,1.1,x,1,1574,6,-14,1,4
COc1cc(N)c(Cl)cc1Cl,-1,0,4,1,x,1,1508,-1,3,1.1,-5
CCCOc1ccc(C(=O)NCC(c2cccs2)N(C)C)cc1OC (stereo not given),-14,3,-2,1,x,1.1,1612,6,4,1,8
COCCn1c(=O)[nH]c2cc(C(=O)Nc3cccc(F)c3)ccc2c1=O,1,2,9,0.9,-0.43,1,1813,-15,7,1,11
Cc1ccc(Nc2nc(-c3sc(NC(=O)c4cccc(Cl)c4)nc3C)cs2)cc1,5,-1,-5,0.8,x,0.8,1484,x,17,0.6,5
COC(=O)C1=CN(Cc2ccc(OC)c(OC)c2)C=C(C(=O)OC)C1c1cccs1,1,4,8,0.9,-0.21,0.9,1747,-7,14,1,12
COc1ccc(C(=O)Oc2cc(OC)cc(OC)c2C(C)=O)cc1,16,-3,-1,0.9,0.48,1,1591,-6,6,0.9,1
Cc1ccc(NC(=O)CS(=O)(=O)c2cn(CC(=O)N3CCOCC3)c3ccccc23)cc1,1,4,1,0.9,0.66,1,1557,-7,15,1,0
Cc1ccc(-n2c(=O)cc(N3CCc4ccccc4C3)[nH]c2=O)cc1,3,4,-3,0.9,-1.8,0.8,1440,x,8,1,2
COc1ccc(OC)c(/C=C/C(=O)Nc2ccc(OC)nc2)c1,4,5,14,1,0.053,0.9,1718,-21,1,1,8
CC(C)C(NC(=O)c1cccs1)C(=O)NC1=NCCS1 (stereo not given),0,3,6,0.9,x,1,1576,-22,13,1,-3
COc1ccc(C2C(=O)c3ccccc3C2=O)c(OC)c1,1,-7,1,0.8,0.041,0.8,1664,-22,23,1,1
O=C(CSc1nnc2ccccn12)Nc1nsc(-c2ccccc2)n1,2,3,0,0.9,0.35,1,1659,1,12,0.9,6
CSCc1ccc(C(=O)NCc2ccc(F)cc2)cc1,2,3,6,0.8,x,1,1510,0,20,1,-7
CCOc1ccc(N(CC(=O)Nc2nccs2)S(=O)(=O)c2c(C)[nH]c(=O)[nH]c2=O)cc1,2,3,7,0.9,0.055,0.9,1716,-12,10,1,5
O=C(Nc1nc2ccccc2s1)C1CCCO1 (stereo not given),0,4,2,1,-0.15,1.1,1630,-2,-2,1,3
Cc1ccc(S(=O)(=O)Nc2nc3c(s2)C(=O)CC(C)(C)C3)cc1,13,3,-1,0.9,0.076,1,1635,-19,13,1.1,9
Cc1nn(-c2ccccc2)c(Cl)c1/C=C(\CC(=O)O)c1nc2ccccc2s1,-2,-5,3,0.9,1.3,1,1342,x,7,1,-1
CCCCc1cc(=O)oc2cc(C)cc(OCC(=O)O)c12,-2,0,0,0.9,0.2,1.1,1900,-14,10,1.1,1
COc1ccc(N2CCN(CCCNC(=O)C3CCCN(S(=O)(=O)c4c(C)n[nH]c4C)C3)CC2)cc1 (stereo not given),0,8,1,1,-0.005,1,1618,-8,4,1,11
NC(N)=NS(=O)(=O)c1ccc(NC(=S)NC(=O)c2sc3ccccc3c2Cl)cc1,4,14,10,1,x,1.1,1594,-9,1,1,12
CC1CCCC(NC(=S)Nc2cccc(S(=O)(=O)N(C)C)c2)C1C (stereo not given),6,5,2,0.7,-0.26,0.9,1570,6,28,0.9,10
Cn1ccnc1C1CCCCN1Cc1nc(Cc2ccccc2F)no1 (stereo not given),4,-4,7,0.9,0.38,1,1570,7,9,0.9,4
CC1(C)Cc2cccc(OCC(=O)NC3CC3)c2O1,12,14,2,0.9,1.6,0.9,1604,x,12,0.9,2
O=C(NCc1ccccn1)c1ccc(N2CCCC2)c([N+](=O)[O-])c1,1,1,0,1,0.078,1.1,1570,3,2,1.1,3
